Compound activity: PubChem, The Scripps Research Institute Molecular Screening Center
GalR3 antag: blocks the human galanin receptor 3 | inhibition, % at 3 µM | 360,000 tested, 0.44% active | AID 651719 | HEK293 GalR3-CNG cAMP membrane potential fluorescence; galR3 body fused to GalR1 C-terminus | O60755;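 active = inhibition above the screen-wide average plus 3 SD, cut at about 13% in these data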;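 note: forskolin and galanin both at EC90 stimulate the cells; cAMP rise reported by CNG channel membrane potential dye signal; 0% = forskolin plus galanin with DMSO and 100% = forskolin alone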
Target sequence (O60755 1-299 limits assumed): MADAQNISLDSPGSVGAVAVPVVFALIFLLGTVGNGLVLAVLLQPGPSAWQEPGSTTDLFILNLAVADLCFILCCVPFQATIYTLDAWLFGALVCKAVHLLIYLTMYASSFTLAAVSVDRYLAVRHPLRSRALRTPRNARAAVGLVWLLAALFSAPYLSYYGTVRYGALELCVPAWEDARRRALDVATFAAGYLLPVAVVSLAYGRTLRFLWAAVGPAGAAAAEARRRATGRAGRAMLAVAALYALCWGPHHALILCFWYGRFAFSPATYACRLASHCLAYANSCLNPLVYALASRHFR
OXTR agonist: agonists of human oxytocin receptor | P30559 | CHO-OTR cells, Fluo-8 calcium fluorescence; normalized: DMSO 0%, oxytocin 100% | activation, % at 3 µM | 320,000 tested, 0.32% active | AID 2435;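 active = activation above the mean of all tested compounds plus 3 SD, cutoff set per screening run, cut at about 20% in these data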;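 note: peak over basal fluorescence ratio from a 100 s FLIPR kinetic read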
Target sequence (P30559 whole entry, looked up): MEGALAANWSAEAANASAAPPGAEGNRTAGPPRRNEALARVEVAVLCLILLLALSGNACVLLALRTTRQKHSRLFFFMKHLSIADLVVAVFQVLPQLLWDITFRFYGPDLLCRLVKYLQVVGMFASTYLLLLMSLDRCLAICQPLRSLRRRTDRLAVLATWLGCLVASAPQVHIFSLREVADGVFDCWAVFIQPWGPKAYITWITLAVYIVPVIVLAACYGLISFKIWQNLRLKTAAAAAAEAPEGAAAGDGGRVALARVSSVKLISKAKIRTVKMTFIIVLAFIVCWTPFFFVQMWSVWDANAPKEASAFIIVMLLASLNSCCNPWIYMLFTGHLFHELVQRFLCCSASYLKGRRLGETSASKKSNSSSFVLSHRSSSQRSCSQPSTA
V1R ag counter: counter-screen for oxytocin receptor agonists: human V1a receptor agonists. P37288. CHO-V1R cells, Fluo-8 calcium fluorescence, agonist mode; 0% DMSO, 100% 3 nM vasopressin. activation, % at 3 µM. 320,000 tested, 0.25% active. AID 2797;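 active = activation above the mean activation of all tested compounds plus 3 SD, per screening run, cut at about 20% in these data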;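 note: signal is peak over basal fluorescence ratio across a 100 second FLIPR read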
Target sequence (P37288 whole entry, looked up): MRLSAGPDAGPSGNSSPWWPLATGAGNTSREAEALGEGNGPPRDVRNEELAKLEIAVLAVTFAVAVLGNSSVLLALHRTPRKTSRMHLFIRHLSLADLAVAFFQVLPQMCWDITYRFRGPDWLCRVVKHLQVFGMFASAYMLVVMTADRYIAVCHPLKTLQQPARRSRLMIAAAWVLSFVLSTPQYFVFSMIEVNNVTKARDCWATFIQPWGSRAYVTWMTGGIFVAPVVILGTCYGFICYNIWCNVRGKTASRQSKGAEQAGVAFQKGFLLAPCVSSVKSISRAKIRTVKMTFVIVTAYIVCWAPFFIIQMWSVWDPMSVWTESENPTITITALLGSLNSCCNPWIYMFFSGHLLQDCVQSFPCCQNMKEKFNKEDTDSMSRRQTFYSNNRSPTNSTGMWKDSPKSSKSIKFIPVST
* = called active by the depositor. These rows are one share of the data. The share of hits here may be higher or lower than overall.

Values run as follows: OXTR agonist, GalR3 antag, V1R ag counter
- CC(C)(C)OC(=O)C[C@@H]1C/C=C\C[C@@H](CC(=O)N(CCO)Cc2ccccc2)C(=O)N[C@H](C(C)(C)C)COC1=O
  -1.6, -6, -0.6
- CC(NC(=O)COC(=O)c1ccc(N2CCCC2=O)cc1)c1ccc(F)cc1 (stereo not drawn)
  2.2, -1, 1.6
- CC(C)(C)OC(=O)NCCCCCNC(=O)c1nc[nH]c1C(=O)NCc1ccc(CNC(=O)OC(C)(C)C)cc1
  5.7, -3, 7.0
- CCN1CCN(c2ccc(S(=O)(=O)N3CCOCC3)cc2NC(=O)c2ccccc2SC)CC1
  1.5, -4, 0.9
- CC(=O)Nc1ccc(S(=O)(=O)N(C)CC(=O)OCC(=O)N(C)C2CCS(=O)(=O)C2)cc1 (stereo not drawn)
  1.1, -4, 0.7
- CCN1C(=O)[C@H]2[C@@H](c3ccc(SC4CCCCC4)cc3)N[C@@](CC(C)C)(C(=O)OC)[C@H]2C1=O
  -0.8, -7, -0.3
- CC(=O)c1nn(-c2ccc(Cl)cc2)cc1C(=O)c1ccccc1
  -3.2, -1, -0.3
- CCCn1c(N)c(C(=O)CSc2nc(N)cc(=O)[nH]2)c(=O)n(C)c1=O
  1.4, -5, 0.3
- O=C(CCc1nc2sc3c(c2c(=O)[nH]1)CCCC3)Nc1cccc(Cl)c1
  0.3, -1, -0.2
- O=C(OCC(=O)N1CCc2ccccc21)c1ccccc1[N+](=O)[O-]
  -1.9, -1, -0.6
- CC(C)[C@H](NS(=O)(=O)c1cccc(C(F)(F)F)c1)C(=O)OCC(=O)NC(=O)NCc1ccco1
  3.7, -1, 3.7
- CC(OC(=O)c1cccc(S(=O)(=O)N(C)C)c1)C(=O)NCc1ccc2c(c1)OCO2 (stereo not drawn)
  1.6, -1, 0.2
- Cc1ccc(NS(=O)(=O)c2cccc(C(=O)N3CCCCC3)c2)cc1
  0.6, -1, 1.9
- CN(C(=O)COC(=O)CCC(=O)c1ccccc1)c1c(N)n(Cc2ccccc2)c(=O)[nH]c1=O
  -0.1, -4, 0.3
- COc1ccc(-c2sc3cc(OC)c(OC)cc3c2C#CCCO)cc1
  1.1, -8, 0.8
- O=C(NCCCN1CCOCC1)c1ccc2ccccc2c1
  0.8, 2, 0.3
- CCOc1ccc(-c2nnc(SCC(=O)N3CCNC3=O)o2)cc1
  1.4, 3, 0.9
- Cc1cccc(-n2ncc3c(=O)[nH]c(SCC(=O)N4CC(=O)Nc5ccccc54)nc32)c1
  -1.2, -2, 0.5
- CC(OC(=O)c1c(F)cccc1F)C(=O)NCCC1=CCCCC1 (stereo not drawn)
  -2.0, -1, -0.6
- COc1ccccc1N(Cc1ccccc1)S(=O)(=O)c1cccc(C(=O)NCC2CCCO2)c1 (stereo not drawn)
  -1.5, -4, 0.9
- COc1ccccc1C(C)NS(=O)(=O)c1ccc(Cl)nc1 (stereo not drawn)
  -1.4, -2, -0.4
- O=C(NCC(c1ccco1)N1CCc2ccccc2C1)c1cccc([N+](=O)[O-])c1 (stereo not drawn)
  -2.1, -2, -1.4
- CC(C)(C)c1nnc(SCC(=O)Nc2ccc(N3CCCCC3)cc2)n1N
  0.5, -1, -0.2
- CCOc1ccc2nc(NC(=O)CN3C(=O)C4CCCCC4C3=O)sc2c1 (stereo not drawn)
  2.9, -3, 2.7
- CCOc1ccc(/C=C/C(=O)N(C)CC(=O)Nc2cccc(F)c2)cc1OCC
  -1.3, -5, -1.1
- Cn1nc(C(=O)NNC(=O)C(CCC(N)=O)NS(=O)(=O)c2ccc(Cl)cc2)c2ccccc2c1=O (stereo not drawn)
  0.3, 3, 1.3
- O=C(COC(=O)COc1ccccc1)Nc1ccc(Cl)cn1
  -1.1, 0, 0.9
- O=C(C1CCN(S(=O)(=O)c2c(Cl)cccc2Cl)CC1)N1CCCC1
  1.1, -5, 0.3
- CC(C)c1cccc(C(C)C)c1OC(=O)[C@H]1OC(c2ccc(Br)cc2)=C[C@@H]1c1ccc(Br)cc1
  1.5, -5, 0.1
- CCCCc1nnc(NC(=O)CCN2C(=O)C3CC=CCC3C2=O)s1 (stereo not drawn)
  0.0, -4, -0.4

Grouped by structure: those above containing a thiophene ring, fused or not
Values run as follows: OXTR agonist, GalR3 antag, V1R ag counter
- O=C(CCc1nc2sc3c(c2c(=O)[nH]1)CCCC3)Nc1cccc(Cl)c1
  0.3, -1, -0.2
- COc1ccc(-c2sc3cc(OC)c(OC)cc3c2C#CCCO)cc1
  1.1, -8, 0.8

(cont.)
Values run as follows: OXTR agonist, GalR3 antag, V1R ag counter
- O=C(c1ccco1)N1CCC(c2nc3ccccc3[nH]2)CC1
  0.4, -2, -0.1
- COc1ccccc1-n1cnnc1SCC(=O)NC1CCCC1
  0.3, -6, 1.1
- CCN(CC)S(=O)(=O)c1ccc2[nH]c(=O)cc(C(=O)NCC(c3ccco3)N3CCCC3)c2c1 (stereo not drawn)
  1.0, 0, -0.5
- O=C(CCNS(=O)(=O)c1ccc(OC(F)(F)F)cc1)NC1CC1
  1.6, -5, 1.2
- COc1ccc(CNC(=O)CSc2nnc(C3CC3)n2C2CC2)cc1
  -0.7, -5, 0.2
- Cc1noc(C)c1COc1ccc(C(=O)Nc2ncccc2O)cc1
  0.7, -1, 1.6
- COc1ccc(OCC(=O)NNC(=O)C(=O)Nc2ccccc2)cc1
  -0.8, -5, 0.1
- O=C1N[C@H](Cc2ccccc2)COC(=O)[C@H](Cc2ccc(F)cc2)C/C=C\C[C@@H]1CC(=O)N(CCO)Cc1ccccc1
  1.4, 0, 3.2
- CC(C)[C@H](NC(=O)c1ccc([N+](=O)[O-])cc1Cl)C(=O)N1CCN(C/C=C/c2ccccc2)CC1
  -0.5, -5, 1.7
- COc1ccc(N(C)S(=O)(=O)c2cccc(C(=O)Nc3ccc(N4CCOCC4)cc3)c2)cc1
  5.9, -2, 9.0
- Cc1ccc(NC(=O)CSc2nnc(C3CC3)n2C)cc1S(=O)(=O)N1CCCCC1
  2.6, -7, 2.8
- O=C(Cn1ccc([N+](=O)[O-])n1)NCc1ccccc1
  0.3, -6, 1.6
- COc1ccc(Sc2ccc(-c3nc4cnccn4c3NC3CCCCC3)cc2OC)cc1
  0.7, -6, 1.1
- CCN(CC(=O)Nc1cc(Cl)ccc1C)C(=O)c1ccc2c(=O)n3c(nc2c1)CCC3
  -0.8, -4, 0.5
- CCCCCN(C(=O)CCC(=O)OC(C)C(=O)c1ccccc1)c1c(N)n(CCCC)c(=O)[nH]c1=O (stereo not drawn)
  0.4, 1, -0.3
- CC(=O)Nc1sc(C)c(C)c1C(=O)OCC(=O)NCc1ccc(F)cc1
  1.1, -3, 0.2
- CCC1NC(C(=O)O)Cc2c1[nH]c1ccccc21 (stereo not drawn)
  1.0, -7, 0.1
- Cc1ccc(S(=O)(=O)N2CCN(C(=O)c3cccc(-n4cccc4)c3)CC2)cc1
  -2.0, -5, -0.6
- CCN(c1ccccc1)S(=O)(=O)c1ccc(C(=O)N2CCCC(C(F)(F)F)C2)cc1 (stereo not drawn)
  0.8, 3, 1.4
- CN1C(=O)N(CC(=O)N2CCN(c3ccccc3F)CC2)C(=O)C12CCCCC2
  0.6, -3, 0.4
- O=C(COc1ccccc1)Nc1ccc(F)cc1
  -2.6, -4, 5.8
- Cn1c(CNC(=O)c2ccco2)nnc1SCC(=O)Nc1ccccc1Cl
  -0.5, -2, -0.8
- Cc1nnc2n(-c3ccccc3)c(=O)c3ccccc3n12
  0.6, -3, 0.1
- O=C(NCc1cccc(OC(F)(F)F)c1)c1ccc2c(c1)S(=O)(=O)c1cc(Cl)ccc1C2=O
  1.5, -2, 2.3
- N#CCCN(C(=O)COC(=O)CCc1nc2ccccc2c(=O)[nH]1)c1ccccc1F
  1.0, -7, 0.7
- COc1ccc(CNC(=O)COC(=O)CCS(=O)(=O)c2ccc(C)cc2)cc1OC
  -0.6, -4, -0.5
- COc1ccc(S(=O)(=O)NNC(=O)Nc2ccc(F)cc2)cc1
  1.4, -6, 0.9
- CC1=NN(CCc2ccccn2)C(=O)CC1
  0.3, -6, -0.3
- Cc1cc(C)cc(NC(=O)CSc2nc(=O)n3cc(C)ccc3n2)c1
  -1.0, -2, -0.4
- CC(C)(C)OC(=O)C[C@@H]1C/C=C\C[C@H](CC(=O)N(CCO)Cc2ccccc2)C(=O)N2CCC[C@H]2COC1=O
  -0.5, -2, 0.1
- Cc1cc(C)cc(NC(=O)COC(=O)CCC2CCCC2)c1
  -2.5, -8, -0.4
- Cc1cc(C)c2nc(NC(=O)C3CSC4(C)CCC(=O)N34)sc2c1 (stereo not drawn)
  -0.7, -4, -0.7
- CCN(CC)CCOC(=O)C(Cc1ccco1)Cc1cccc2ccccc12 (stereo not drawn)
  3.4, -12, 6.4
- COc1ccc(NC(=O)COC(=O)c2n[nH]c3ccccc23)c(OC)c1
  5.5, -4, 5.0
- COc1cccc(CC(=O)OCC(=O)N(C)CC(=O)Nc2ccc(F)cc2)c1
  -0.7, -4, 0.0
- COc1ccc(CCNC(=O)c2cccc(-n3cnnn3)c2)cc1
  1.4, -5, 3.2
- O=C(COc1ccccc1Cl)NC(=O)NC1CCCCC1
  -2.8, -4, -0.8
- COc1ccc(COn2nnc3ccc(S(=O)(=O)N4CCOCC4)cc32)cc1F
  0.1, -1, -0.5
- COc1ccc(CCNC(=O)COC(=O)/C=C/c2cc(OC)ccc2OC)cc1
  -1.6, -5, 0.7
- Cc1ccc(C)c(S(=O)(=O)Nc2ccc(S(=O)(=O)Nc3ncccn3)cc2)c1
  -0.5, -4, 0.5
- Cc1ccc(CN2CC(C(=O)NC(c3nc4ccccc4[nH]3)C(C)C)CC2=O)cc1 (stereo not drawn)
  -1.1, -2, -0.9
- CC(NC(=O)C1CSC2(C)CCC(=O)N12)c1ccccc1Cl (stereo not drawn)
  1.1, -3, -0.4
- Cc1ccc2sc(N3CCN(C(=O)c4ccc([N+](=O)[O-])o4)CC3)nc2c1C
  1.0, -5, 1.4
- CC/C(=N/N=C(/CC)c1ccc(O)cc1)c1ccc(O)cc1
  1.6, 4, 9.9
- CC1CC(=O)Nc2ccccc2N1C(=O)COc1ccc2cc(Br)ccc2c1 (stereo not drawn)
  0.7, -4, 1.9
- C[C@H](CO)N1C[C@H](C)[C@@H](CN(C)C(=O)Nc2ccc3c(c2)OCO3)Oc2ccc(NS(=O)(=O)c3ccccc3)cc2C1=O
  0.8, -5, 0.4
- O=C1NCCOC(=O)[C@H](Cc2ccc(F)cc2)C/C=C\C[C@H]1CC(=O)N(CCO)Cc1ccccc1
  4.0, 3, 4.5
- O=C(COC(=O)CN1C(=O)C2CCCCC2C1=O)NCc1ccc(Cl)cc1Cl (stereo not drawn)
  0.4, -4, 0.1
- Cc1csc(NC(=O)CCCNC(=O)c2ccc(Cl)cc2)n1
  0.1, -8, 3.3
- CCOc1cccc(C2C(C(=O)c3ccco3)=C(O)C(=O)N2c2nnc(C)s2)c1 (stereo not drawn)
  1.1, 22*, 2.5
- O=C(NC(=S)NC12CC3CC(CC(C3)C1)C2)c1ccc(F)cc1
  -0.1, -7, 1.5
- COC(=O)c1ccc2c(=O)[nH]c(COC(=O)c3[nH]c(C)c(C(C)=O)c3C)nc2c1
  0.8, -2, 1.3
- O=C(COC(=O)/C=C/c1ccc(Br)o1)Nc1cccc(S(=O)(=O)N2CCOCC2)c1
  1.8, -7, 3.2
- Cc1ccc(CN2CC[C@H]3C=CCc4cccc(c43)C2)cc1
  -1.3, -3, 0.0
- COc1ccc(NC(=O)CSc2ncccn2)cc1S(=O)(=O)N1CCCCC1
  0.7, -6, 0.5
- Cc1cc(=O)oc2cc(OCC(=O)N3CCCC3)c(Cl)cc12
  0.5, 0, 0.7
- CC[C@](C)(O)c1cc2ccccc2c(=O)o1
  0.1, -7, -0.3
- C[C@@H]1COC(=O)[C@@H](Cc2ccc(F)cc2)C/C=C\C[C@@H](CC(=O)NCCO)C(=O)N1
  1.1, -6, 1.0
- Cc1cccc(-n2c(SCC(=O)NCC3CCCO3)nc3ccccc3c2=O)c1C (stereo not drawn)
  -0.4, -5, 0.0
- O=C1C(c2ccccc2)=[N+]([O-])c2ccccc21
  3.0, -1, 7.1

(more compounds)
Values run as follows: OXTR agonist, GalR3 antag, V1R ag counter
- COc1ccc(S(=O)(=O)N2CCC(C(=O)N(CC(C)C)C3CCS(=O)(=O)C3)CC2)cc1OC (stereo not drawn)
  -0.3, -4, 1.4
- CCCCN(C(=O)c1ccc(-c2ccc(Cl)cc2)o1)c1c(N)n(CC(C)C)c(=O)[nH]c1=O
  0.0, -1, 0.4
- COc1ccccc1/C=C/C(=O)OCC(=O)NC1CCCCCCC1
  -0.6, -5, 1.6
- CN(C)CCCNC(=O)c1ccc(-c2cc(O)c3ncccc3c2)cc1
  1.7, 1, 2.6
- CCN(C(=O)COC(=O)c1cc(S(=O)(=O)N(C)C)ccc1Cl)C1CCS(=O)(=O)C1 (stereo not drawn)
  -0.7, 3, -0.8
- COc1ccc(CCNC(=O)COC(=O)c2cc3ccccc3oc2=O)cc1OC
  -0.4, -8, -0.6
- CN(C(=O)CSc1ncn[nH]1)C1(C#N)CCCCC1
  2.9, 0, 1.6

Reprinted at random: 3 compounds from above.
Values run as follows: OXTR agonist, GalR3 antag, V1R ag counter
- CN(C)CCCNC(=O)c1ccc(-c2cc(O)c3ncccc3c2)cc1
  1.7, 1, 2.6
- CCN(C(=O)COC(=O)c1cc(S(=O)(=O)N(C)C)ccc1Cl)C1CCS(=O)(=O)C1 (stereo not drawn)
  -0.7, 3, -0.8
- COc1ccc(S(=O)(=O)N2CCC(C(=O)N(CC(C)C)C3CCS(=O)(=O)C3)CC2)cc1OC (stereo not drawn)
  -0.3, -4, 1.4
